# Peg3 prom inh = Peg3 promoter activity inhibition; inhibition, % at 20 µM; HeLa PEG-Prom luciferase reporter, luminescence, overnight; 360,000 compounds, 1.7% hits;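 active means inhibition of at least 50% at 20 µM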
# HTR2A ag = activates the mouse 5-HT2A serotonin receptor. P35363. CHO-K1 mHTR2A beta-arrestin complementation, luminescence; percent of 30 µM serotonin response. activation, % at 7.6 µM. 360,000 compounds, 0.66% hits;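 active means activation above a run cutoff, the mean activation of all tested compounds plus 3 SD, cut at about 14% in these data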;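 further: 0% = plate median of compound wells and 100% = 30 µM serotonin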
# Target sequence (P35363 whole entry, looked up): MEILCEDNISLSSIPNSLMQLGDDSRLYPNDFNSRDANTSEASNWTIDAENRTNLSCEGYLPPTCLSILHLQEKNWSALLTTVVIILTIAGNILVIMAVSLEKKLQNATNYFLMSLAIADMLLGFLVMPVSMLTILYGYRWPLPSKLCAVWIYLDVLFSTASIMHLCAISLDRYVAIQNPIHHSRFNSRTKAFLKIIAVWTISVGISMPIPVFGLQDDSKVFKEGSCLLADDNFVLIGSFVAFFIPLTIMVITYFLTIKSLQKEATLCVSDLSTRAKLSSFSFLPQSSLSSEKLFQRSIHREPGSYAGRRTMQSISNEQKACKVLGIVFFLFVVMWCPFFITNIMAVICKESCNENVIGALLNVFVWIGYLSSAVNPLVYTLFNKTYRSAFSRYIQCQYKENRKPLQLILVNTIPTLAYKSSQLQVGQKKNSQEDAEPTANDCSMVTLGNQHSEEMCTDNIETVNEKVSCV
# CaV13 FRET inh = Disruptors of the CACNA1D IQ motif to Ca2+-dependent inactivation inhibitor domain association, primary screening, Förster resonance energy transfer in intact living … | HEK cells, CFP/YFP FRET ICDI-IQ, plate reader, 10 min; percent FRET-ratio fall versus neutral wells | inhibition, % at 12.3 µM | 340,000 compounds, 0.098% hits;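 active means mean replicate inhibition of at least 30% and at least 1% of replicates passing that level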;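 further: 0% = median of the neutral control wells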
# Shn3 3UTR inh = Schnurri-3 reporter inhibition in Clone20 osteoblasts | Clone20 osteoblast Shn3 3'UTR firefly luciferase, 24 h | inhibition, % at 12.5 µM | 360,000 compounds, 0.52% hits | AID 588674;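 active means mean inhibition of at least 75% with every replicate also reaching 75%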;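 further: 0% = median of neutral control wells and 100% = pilot-screen positive control compound; some compounds past the cut are filed as inactive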
# NR2E3 ag-1 = activates human photoreceptor nuclear receptor NR2E3; Q9Y5X4; GST-NR2E3/biotin-RetCOR TR-FRET, 1536-well; inhibition of corepressor binding, % at 4.78 µM; 320,000 compounds, 0.12% hits; AID 2300;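 active means percent inhibition above the cutoff of mean plus 3 SD of all tested compounds, set per screening campaign, cut at about 20% in these data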;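 further: 0% = DMSO wells and 100% = biotin wells as full block of FRET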
# Target sequence (Q9Y5X4 whole entry, looked up): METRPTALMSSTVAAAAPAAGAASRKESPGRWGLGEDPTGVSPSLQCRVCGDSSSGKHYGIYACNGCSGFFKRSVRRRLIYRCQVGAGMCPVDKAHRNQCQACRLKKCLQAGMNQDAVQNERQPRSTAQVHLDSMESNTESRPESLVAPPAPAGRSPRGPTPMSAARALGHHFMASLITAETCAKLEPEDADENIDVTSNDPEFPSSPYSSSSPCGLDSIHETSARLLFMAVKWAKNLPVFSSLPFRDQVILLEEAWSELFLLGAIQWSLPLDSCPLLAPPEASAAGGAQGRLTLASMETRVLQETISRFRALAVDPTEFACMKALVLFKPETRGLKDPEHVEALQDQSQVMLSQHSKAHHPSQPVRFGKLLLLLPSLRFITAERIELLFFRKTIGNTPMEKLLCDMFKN
#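 Format: 1536-well format; test system: GST-NR2E3 and biotin-RetCOR proteins; read-out basis: percent inhibition of TR-FRET ratio; timing: 5 h incubation at 4 °C; detection: time-resolved FRET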
# iPSC survival up = increases survival of single human iPS cells. hiPSC single-cell survival, ATPlite luminescence; 100% = ROCK inhibitor wells, 0% = DMSO. survival enhancement, % at 20 µM. 360,000 compounds, 0.044% hits; in the data active means survival enhancement above about 18%;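 further: cells exposed to compounds for 16 hours before the ATP read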
# H9c2 protect = myocardial damage modulation in H9c2 cells; H9c2 cardiomyocytes, H2O2 injury protection, ATPLite, 2 h; protection from H2O2 cell death, % at 20 µM; 360,000 compounds, 0.63% hits;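 active means compounds giving at least 50% protection of heart cells from peroxide-induced death in the single-dose screen, raw or plate-pattern-corrected value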;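 further: 0% = DMSO wells with peroxide and 100% = DMSO wells without peroxide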
# HIF-2a inh = blocks HIF-2a reporter activity; 786-0 RCC cells HIF-2a reporter, luciferase luminescence, overnight; 360,000 compounds, 0.72% hits; inhibition, % at 18.8 µM;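 active means inhibition of the luminescence signal of 40% or more relative to plate controls, in a single-dose primary screen at 18.75 µM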
# TRPM1 prom inh = inhibitors of MITF-driven TRPM1 promoter in melanoma cells. 330,000 compounds, 0.83% hits. SK-MEL-5 TRPM1 promoter luciferase, 24 h. inhibition, % at 12.5 µM;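 active means mean inhibition across replicates of 60% or more, whatever share of single replicates reaches that level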; further: values of inactives mirror those of a sister screen read the other way
# PDI inh = blocks human protein disulfide isomerase activity; inhibition, % at 10 µM; 350,000 compounds, 0.052% hits; PDI insulin aggregation turbidity, A650, 90 min; P07237;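 active means mean inhibition across replicates of 30% or more, whatever share of single replicates reach that level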;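 further: absorbance from insulin aggregation driven by PDI reduction with DTT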
# NR2E3 ag-2 = agonists of human NR2E3 nuclear receptor | inhibition of corepressor binding, % at 3.98 µM | AID 602229 | CHO-S Gal4-NCOR/VP16-NR2E3 two-hybrid, luciferase | Q9Y5X4 | 360,000 compounds, 0.35% hits;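 active means inhibition above the mean of all tested compounds plus 3 SD, cut at about 70% in these data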;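 further: 0% = DMSO with NR2E3 transfected cells and 100% = cells lacking NR2E3 construct; higher means lower luciferase signal from less NR2E3 corepressor binding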
# Active calls of the source: *; . = not tested or not shown.
SMILES,Peg3 prom inh,HTR2A ag,CaV13 FRET inh,Shn3 3UTR inh,NR2E3 ag-1,iPSC survival up,H9c2 protect,HIF-2a inh,TRPM1 prom inh,PDI inh,NR2E3 ag-2
COCCNC(=O)COc1ccc(Nc2ccccc2)cc1,3,-1,-4,7,-8,2.3,1,2,-7,11,-6
CN1C(=O)c2ccc(NC(=O)c3ccc(Cl)cc3Cl)cc2C1=O,-29,3,-2,-18,2,0.1,-2,-67,-15,-8,-39
Cc1cc(C)n(C(=O)COc2ccccc2[N+](=O)[O-])n1,10,1,-5,-28,0,1.1,11,21,7,5,-10
CCN1C(=O)N[C@@H](CCc2ccccc2)[C@H](C(=O)OC)[C@H]1C,-10,8,-5,-15,-1,-0.8,11,0,3,4,5
Cc1cccc(NC(=O)CSCC(=O)N(C)Cc2ccc(Cl)c(Cl)c2)c1,2,2,-5,4,4,1.1,-1,10,0,-2,-4
COc1ccc(C2=NC(C)(C)Cc3cc(OC)c(OC)cc32)cc1,-1,-7,-4,11,3,-0.4,-2,16,7,1,-37
O=[N+]([O-])c1ccc(NC(=S)NCc2ccncc2)cc1,22,-3,2,3,0,0.6,-16,2,8,4,-16
O=C(O)CCn1cc(C(=O)O)c(-c2ccccc2)n1,-3,-1,-12,8,2,0.2,0,11,0,-1,7
O=C(NCc1ccco1)c1ccc(S(=O)(=O)N2CCCc3ccccc32)cc1,42,-5,-5,24,1,-0.2,-6,31,-1,-1,10
COc1ccc(Cl)cc1NC(=O)CNc1ccccc1N1CCOCC1,5,10,2,-4,-3,-0.3,-5,12,0,-4,-8
CCOC(=O)Cc1nnc(NC(=O)c2ccccc2OCC)s1,-28,1,.,3,2,1.2,8,-3,-9,0,-21
O=C(Nc1cc(C(F)(F)F)ccc1N1CCOCC1)C1CC1,-12,-1,-6,17,2,-0.2,-4,10,-3,-5,-18
CS(=O)(=O)c1nc(S(=O)(=O)c2ccc(Cl)cc2)c(N2CCC3(CC2)OCCO3)s1,-7,9,-3,-14,-4,-0.3,10,15,17,1,-12
Cc1ccc(C)c(NC(=O)CS(=O)(=O)c2cccc3nsnc23)c1,6,8,-1,-25,-5,-0.5,-4,14,5,-4,-22
Cc1c(C)c2ccc(OCC(=O)NCCCn3ccnc3)c(C)c2oc1=O,-17,5,-4,17,4,-0.5,-3,-21,-8,12,-30
COc1ccccc1N(C)S(=O)(=O)c1ccc(Cl)c(C(=O)NCc2cccnc2)c1,9,1,-4,-6,4,-0.4,3,2,0,2,-16
Cc1cccc(C)c1OCc1nnc(SCC(=O)Nc2cccc(C(=O)N3CCOCC3)c2)n1C,10,-1,-3,14,0,2.9,0,16,-1,3,3
CC(=O)N(C(C)=O)N1C(=O)c2cccc3c(N4CCOCC4)ccc(c23)C1=O,-5,-2,-11,-5,-5,2.1,3,-2,4,-1,1
O=C(CC(C(=O)O)c1ccccc1)Nc1ccccc1 (configuration not stated),8,4,-6,-24,2,0.2,0,12,-1,2,9
COC(=O)c1cc(Cl)c(NC(=O)c2ccco2)cc1OC,-10,4,-5,0,-5,-0.7,11,-9,-16,18,-35
CSc1ncccc1C(=O)OCC(=O)c1ccc(Br)s1,-5,-7,0,13,12,0.6,-3,11,-7,-1,-19
CN(C)/C=C/C(=O)c1ccc2noc(-c3ccc(F)cc3)c2c1,-3,5,-9,-9,0,-0.1,15,-10,-17,-68,-29
Cc1cccc(NC(=O)CCCn2cc([N+](=O)[O-])cn2)n1,-5,1,-2,-8,-1,0.1,5,18,-16,-8,-1
CCOc1ccc(N(CC(=O)Nc2cccnc2)S(C)(=O)=O)cc1,-3,1,7,-10,2,-0.7,-2,-5,10,10,7
Cc1cc(C(=O)NC2CCCc3c2cnn3-c2ccc(C)c(C)c2)no1 (configuration not stated),-23,9,-6,55,-2,0.3,-10,-37,6,8,20
CCN(CC)S(=O)(=O)c1ccc2c(c1)nc(CCC(=O)Nc1ccc3c(c1)OCO3)n2CC,-15,-6,-6,13,3,-1.4,-3,-11,-4,-4,-18
O=C(NCC(=O)N1CCCC1C(=O)O)OC1CCCCC1 (configuration not stated),-2,3,-1,-23,-1,-1.5,10,9,-7,-3,-28
Cc1cccc(-n2c(C)cc(/C=N\NC(=O)c3ccco3)c2C)c1,-210,-2,-4,-62,3,-1.8,-5,-261,-71,-2,-61
CCCCNC(=S)NCC(c1ccccc1)c1c[nH]c2ccccc12 (configuration not stated),23,-7,-19,11,-5,-0.7,-6,22,15,2,5
Cc1ccc(Cn2c(=N)c(C(=O)NCC3CCCO3)cc3c(=O)n4cccc(C)c4nc32)cc1 (configuration not stated),-3,-13,16,-5,-2,0.3,5,6,-1,3,-22
CC1(C)CC(=O)C(/C=N/c2ncccc2C(=O)O)=C(O)C1,7,-1,-3,-10,1,0.9,3,16,5,2,-15
Cc1cc(C)c2c(CN3CCN(Cc4ccc5c(c4)OCO5)CC3)cc(=O)oc2c1,8,-10,-3,5,0,3.7,-7,12,9,1,-16
O=C(Nc1ccccc1C(=O)NCC1CCCO1)c1ccccc1 (configuration not stated),-5,-3,-4,8,1,-1.0,-6,5,13,-3,-20
COc1ccc(C(=O)Nc2nnc(-c3ccc(F)cc3)s2)c(OC)c1,-35,-2,-20,-44,.,0.3,-3,-18,1,2,-20
O=C(c1cnn(C(=O)CN2CCCC2=O)c1)c1ccccc1O,-2,2,-7,8,2,-1.3,0,6,-1,-5,-39
COc1ccc(NC(=O)COC(=O)CCc2ccc(S(=O)(=O)N3CCOCC3)cc2)c(OC)c1,-2,-3,-4,6,.,-0.1,3,13,7,-9,-8
CCOc1ccc(/C=c2\sc3nc(-c4ccco4)nn3c2=O)cc1OCC,13,-2,.,13,1,0.2,13,15,-2,-2,-19
O=S(=O)(NCc1csc(-c2cccnc2)n1)c1ccc(Cl)s1,1,3,-6,-33,2,-0.2,-4,8,-10,.,-5
C=CCNC(=O)C1CCN(S(C)(=O)=O)CC1,-8,11,-4,5,1,3.0,-2,-3,-10,7,-19
Cc1cc(NC(=O)c2ccc(OCC3CCCO3)cc2)ccc1Br (configuration not stated),-276,-2,-13,10,.,-0.7,-12,-161,.,9,-71
Cc1cccc(NC(=O)c2ccc(S(=O)(=O)N(C)C)cc2)n1,-47,-3,-4,-13,2,1.3,-9,-112,-8,10,-29
Cc1cc(=O)cc(C)n1-c1ccccc1N1CCOCC1,4,4,-5,-4,0,1.0,-4,2,-2,7,-19
OC(COc1ccc(F)cc1Cl)CN1CCc2ccccc2C1 (configuration not stated),4,-19,-19,10,3,-0.3,1,-31,8,1,0
Cn1cc(/C=C(\NC(=O)c2ccccc2)C(=O)NCCCn2ccnc2)c2ccccc21,7,4,-6,2,.,-1.3,0,13,.,-3,-7
C[C@H](CO)N1C[C@H](C)[C@@H](CN(C)Cc2cccnc2)OCc2cnnn2CCCC1=O,9,4,-6,-2,.,3.6,2,4,.,-1,-6
Cc1ccc(C(=O)O/N=C2\CC3CCC2(C)C3(C)C)cc1 (configuration not stated),-15,14,-4,8,1,-0.4,-8,-1,3,1,10
COc1cccc(N2CCN(C3CC(=O)N(c4cccc(Cl)c4)C3=O)CC2)c1 (configuration not stated),3,1,-6,5,0,2.0,-1,14,-4,-8,-5
O=C(Cc1ccccc1[N+](=O)[O-])N1CCc2ccccc2C1,-69,0,-4,-25,2,0.1,1,-132,-4,-1,-44
Cc1ccc(Nc2nc(N)nc(CCl)n2)c(C)c1,41,-2,-4,-109,3,-0.7,7,-95,-14,0,-11
N/C(=N\OC(=O)c1ccc(Cl)cc1Cl)c1ccncc1,-262,-3,-19,-76,2,-0.7,-12,-271,-80,-3,-61
CSCCC(NC(=O)c1ccccc1)C(=O)NCC(C)(C)N1CCOCC1 (configuration not stated),-20,-12,-2,-14,-1,0.0,5,-3,10,-2,4
COc1ccc(N2C(=O)CC(NNC(=O)c3ccco3)C2=O)cc1 (configuration not stated),0,6,-2,6,1,-0.3,3,16,4,-3,-4
C=CCC(C(=O)NC(C)c1ccccc1)C(=O)NC(C)c1ccccc1 (configuration not stated),7,-1,-2,6,-5,-0.5,6,17,10,-5,5
COC(=O)c1ccc(CSc2nc(-c3ccco3)cc(C(F)(F)F)n2)o1,14,3,.,17,-1,0.7,-3,12,11,-10,-6
Cc1nnc(SCC(=O)N2CCC(Cc3ccccc3)CC2)n(N)c1=O,-2,-4,.,0,2,3.5,-8,-12,1,2,-11
CCc1nc(Cl)c(C#N)c2c1CSC(C)(C)C2,4,-1,-20,7,-2,0.0,0,22,-7,1,10
CCOC(=O)CC1COCCN1C(=O)c1cc(COc2ccc(F)cc2Cl)on1 (configuration not stated),-44,-2,-3,-10,1,0.8,6,-104,-22,3,-20
CCN(CC)C(=O)CSc1nc2sc(C)c(C)c2c(=O)[nH]1,13,3,-5,6,5,3.6,44,19,16,-16,7
COC(=O)CCC(=O)N1CCCC(CO)(Cc2ccccc2F)C1 (configuration not stated),-5,8,-19,2,4,-0.4,-5,2,2,-4,10
CCc1ccc2[nH]c3nc(SCC(=O)NCC4CCCO4)nnc3c2c1 (configuration not stated),-29,2,-4,-1,.,-0.7,0,-22,0,-3,-14
S=C(NCCCNC(=S)Nc1ccccc1)Nc1ccccc1,2,3,-6,-59,0,0.3,7,15,6,-8,-2
Cc1cccc(Cl)c1OCCCCn1ccnc1,8,8,-8,14,3,-0.5,-5,-9,9,-4,-1

# An unsorted share of the library; any-hit rate near 3.9%.
